# GRK2 inh: blocks RNA aptamer binding to human GRK2 | AID 488847 | 330,000 tested, 0.59% active | bead flow cytometry, FAM-aptamer displacement from GRK2 | inhibition of aptamer binding, % at 10 µM;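 active = inhibition of aptamer binding above 40%, roughly 3 SD of noise, on plates passing a quality check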;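 note: median bead fluorescence of bound FAM aptamer so fluorescent compounds give negative values; no value below 0 was filed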
# Target sequence (P25098 whole entry, looked up): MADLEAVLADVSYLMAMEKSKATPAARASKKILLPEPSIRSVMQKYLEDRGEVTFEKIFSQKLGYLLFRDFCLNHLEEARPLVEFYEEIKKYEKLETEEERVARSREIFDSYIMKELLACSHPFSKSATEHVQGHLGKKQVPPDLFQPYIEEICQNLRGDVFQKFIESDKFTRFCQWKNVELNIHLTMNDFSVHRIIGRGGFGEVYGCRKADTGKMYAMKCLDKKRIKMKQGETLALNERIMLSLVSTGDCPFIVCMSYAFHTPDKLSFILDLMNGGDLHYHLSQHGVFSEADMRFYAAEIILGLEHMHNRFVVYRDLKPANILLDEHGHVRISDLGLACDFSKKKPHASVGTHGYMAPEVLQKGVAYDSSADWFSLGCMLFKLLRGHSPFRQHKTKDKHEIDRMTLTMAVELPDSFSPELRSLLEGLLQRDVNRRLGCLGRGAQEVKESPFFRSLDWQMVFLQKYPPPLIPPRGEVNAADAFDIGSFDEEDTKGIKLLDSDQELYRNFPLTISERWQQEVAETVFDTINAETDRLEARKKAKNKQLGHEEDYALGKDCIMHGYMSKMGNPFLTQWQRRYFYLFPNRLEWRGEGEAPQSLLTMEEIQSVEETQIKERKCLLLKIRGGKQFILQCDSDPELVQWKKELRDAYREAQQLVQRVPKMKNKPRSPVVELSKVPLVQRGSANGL
# AGP1-GFP MLPCN: modulators of TOR pathway AGP1-GFP in S. cerevisiae; S. cerevisiae AGP1-GFP multiplex flow cytometry, 3 h; GFP as percent of DMSO wells; 320,000 tested, 0.02% active; GFP response vs DMSO, % at 10 µM; AID 2066;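 active = GFP response relative to DMSO above a set limit, near screen average plus 3 SD, cut at about 150% in these data; inconclusive = fewer than 70 cells counted for the yeast strain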;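 note: median GFP channel fluorescence of the gated AGP1 strain per well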
# VLA-4 inh: inhibition in a human VLA-4 binding assay; P13612; VLA-4 expressing cells, ligand binding flow cytometry; inhibition, % (about 7 µM as worked out from the volumes in the protocol); 330,000 tested, 0.2% active; AID 2557; in the data active = inhibition above about 50%
# CR mimetic SO: caloric restriction mimetics inhibiting age-related superoxide in yeast. S. cerevisiae aged cells, superoxide DHE fluorescence; hits give low values. superoxide response (% of plate mean), % at 10 µM. 330,000 tested, 0.18% active;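 active = superoxide response under a set limit, about three screen SD below normal, cut at about 65% in these data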;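 note: yeast aged for seven days with compound at 30 °C before DHE staining; 100% = average MFI of all compound-treated wells on the plate with controls excluded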
# RPL19A TOR yeast: modulators of TOR pathway RPL19A-GFP in S. cerevisiae | S. cerevisiae RPL19A-GFP strain, flow cytometry, 3 h; hits give low values | percent response vs DMSO, % at 10 µM | 330,000 tested, 0.3% active | AID 2025;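 active = percent response vs DMSO below 50%; inconclusive = fewer than 70 events counted for the yeast strain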;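 note: median channel GFP fluorescence of the barcoded RPL19A-GFP strain; ratio of sample median GFP to plate DMSO average so 100% = DMSO; lower means less RPL19A-GFP as with rapamycin TOR inhibition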
# MEP2-GFP yeast: modulators of TOR pathway MEP2-GFP in S. cerevisiae; 330,000 tested, 0.51% active; GFP response vs DMSO, % at 10 µM; S. cerevisiae MEP2-GFP strain, flow cytometry GFP, 3 h; 100% = DMSO control level;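 active = GFP response versus DMSO above a set limit, roughly screen mean plus 3 SD, cut at about 180% in these data; inconclusive = fewer than 70 cells counted for a yeast strain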;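 note: median GFP fluorescence of the barcode-gated MEP2-GFP cells per well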
# LAP4-GFP MLPCN: alters LAP4-GFP fluorescence in TOR pathway yeast screen; AID 2023; 320,000 tested, 0.34% active; GFP response vs DMSO, % at 10 µM; S. cerevisiae LAP4-GFP multiplex, flow cytometry GFP, 3 h; median GFP as percent of DMSO wells;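 active = GFP response vs DMSO above a set limit, about the screen mean plus 3 SD, cut at about 150% in these data; inconclusive = under 70 cell events counted for the yeast strain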
# CIT2 TOR yeast: alters CIT2-GFP fluorescence in TOR pathway yeast screen | S. cerevisiae CIT2-GFP strain, flow cytometry, 3 h; 100 means same as DMSO wells | GFP response vs DMSO, % at 10 µM | 320,000 tested, 0.065% active;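 active = GFP response relative to DMSO above a set limit, near the screen mean plus 3 SD, cut at about 150% in these data; inconclusive = Fewer than 70 cells measured for a yeast strain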;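 note: ratio of well median GFP fluorescence to mean of DMSO wells on the plate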
# Starred values were filed as active, the others as inactive; i = inactive; ? = inconclusive; nt = no result given; [ ] = another dose, or the depositor's remark.
SMILES,GRK2 inh,AGP1-GFP MLPCN,VLA-4 inh,CR mimetic SO,RPL19A TOR yeast,MEP2-GFP yeast,LAP4-GFP MLPCN,CIT2 TOR yeast
CC1CCCC(NC(=O)CN(C)CC(=O)Nc2ccc(F)cc2)C1C (stereo unspecified),2,104,11,85,99,103,103,89
COc1ccc(Cl)cc1C(=O)Nc1ccc(NC(=O)C(C)C)cc1,0,105,6,73,109,97,102,106
Cc1ccc(CNC(=O)Cn2cccc2C(=O)c2ccccc2C)cc1,1,103,0,101,97,99,114,96
C=CCn1c(-c2ccccc2)nc2nc3ccccc3nc21,0,83,8,103,98,105,97,99
Cn1c(Cn2c(=O)sc3ccccc32)nnc1SCC(=O)N1CCc2ccccc21,0,100,11,100,96,101,97,92
CCOc1ccc(N2Cc3ncccc3C2=O)cc1,0,93,-7,110,96,99,109,83
CCN(CCn1cccn1)C(=O)c1cc(COc2ccc(F)c(F)c2)on1,2,100,5,94,101,100,101,97
Cc1cc(/C=N/NC(=O)c2cccs2)c(C)n1-c1cnccn1,1,97,9,86,99,96,90,96
O=C(Nc1nccs1)c1sc2ccccc2c1Cl,2,85,i,122,93,90,83,95
NC(=O)COC(=O)c1cccc(S(=O)(=O)N2CCN(c3ccc(F)cc3)CC2)c1,2,98,17,97,95,97,100,92
COc1ccc(-c2nc(CCNC(=O)c3ccc(Br)o3)cs2)cc1,2,81,16,115,93,91,123,81
CCC(C)[C@H](NC(=O)N1CC(=O)Nc2ccccc21)C(=O)NC(C)CCc1ccccc1 (stereo partly specified),35,101,-16,103,101,96,91,103
O=C(Nc1ccc(Cl)cc1)C1CCCN1C(=O)NCc1ccccc1 (stereo unspecified),2,100,-8,95,107,108,95,107
O=C(NNC(=O)c1ccc2ccccc2c1O)c1ccccc1Cl,0,100,0,96,102,89,92,98
COc1cc([C@@H]2OC[C@@H]3[C@H]2CO[C@@H]3c2ccc3c(c2)OCO3)ccc1O,1,87,1,82,90,94,90,81
O=C(NCCN1CCOCC1)c1cc(-c2cccs2)nc2ccccc12,0,96,-28,95,100,117,114,99
CSc1ccc(C(=O)C2CCCN(C(=O)Cn3cnnn3)C2)cc1 (stereo unspecified),0,107,-8,109,112,116,97,110
COc1ccc(Nc2nccc(-c3cccc(N)c3)n2)cc1,1,101,2,102,99,108,95,90
CC(C)[C@H](NC(=O)OC(C)(C)C)C(=O)N/N=C/c1ccc2nccnc2c1,0,108,20,91,100,99,105,101
Cc1ccc(Cn2ncn(-c3ccccc3)c2=O)cc1,0,93,-6,77,106,100,93,97

# Sorted by molecular weight (smallest number first): some entries from above.
SMILES,GRK2 inh,AGP1-GFP MLPCN,VLA-4 inh,CR mimetic SO,RPL19A TOR yeast,MEP2-GFP yeast,LAP4-GFP MLPCN,CIT2 TOR yeast
O=C(NNC(=O)c1ccc2ccccc2c1O)c1ccccc1Cl,0,100,0,96,102,89,92,98
CC(C)[C@H](NC(=O)OC(C)(C)C)C(=O)N/N=C/c1ccc2nccnc2c1,0,108,20,91,100,99,105,101
CCC(C)[C@H](NC(=O)N1CC(=O)Nc2ccccc21)C(=O)NC(C)CCc1ccccc1 (stereo partly specified),35,101,-16,103,101,96,91,103

# (more compounds)
SMILES,GRK2 inh,AGP1-GFP MLPCN,VLA-4 inh,CR mimetic SO,RPL19A TOR yeast,MEP2-GFP yeast,LAP4-GFP MLPCN,CIT2 TOR yeast
Cn1c(N)c(Sc2ccc(F)cc2)c(=O)n(C)c1=O,1,108,1,85,112,107,104,113
Cc1cc(CC(=O)O)c2oc(-c3ccoc3)cc(=O)c2c1,16,110,4,111,102,100,113,96
CCOC(=O)c1ccc(N2CN=C3SCC(=O)N3C2)cc1,1,99,3,88,97,97,104,99
O=C(c1ccco1)N1CCN(c2ncnc3c2oc2ccccc23)CC1,0,92,-10,96,95,105,109,103
CCN1CCN(c2cc(C)c3cc(NC(=O)CCC(=O)N4CCN(c5ccccc5OC)CC4)ccc3n2)CC1,0,96,-9,112,95,109,83,98
Nc1nc(N)c(N=O)c(OCC2CCCCC2)n1,1,96,6,81,105,97,114,97
O=C(c1cnn2c(C(F)(F)F)cc(-c3ccc(F)cc3)nc12)N1CCc2ccccc2C1,2,95,7,93,94,94,104,88
COCCn1c(C)cc(C(=O)COc2cccnc2[N+](=O)[O-])c1C,0,107,-9,102,101,111,101,106
CCn1c(SCC(=O)N2CCN(c3ccccc3)CC2)nnc1-c1c[nH]c2ccccc12,2,102,-20,79,96,100,101,101
Cc1cc(C)n2c(SCc3ccc(C#N)cc3)nnc2n1,0,103,0,91,97,98,97,96
CSCC(=O)N1CCC(Oc2cccc(C(=O)NCc3ccccn3)c2)CC1,7,100,18,88,96,100,83,98
O=C(CN1C(=O)c2ccccc2S1(=O)=O)NCCSCc1ccco1,1,97,-2,98,99,100,101,99
Cc1cccc(N(C)C(=O)c2cc3c(=O)[nH]c4ccc(C)cc4c3s2)c1,0,87,4,108,94,102,97,94
CC(C)(C)N(Cc1cc2ccccc2[nH]c1=O)C(=O)c1cccnc1,3,93,5,100,90,90,87,98
OC(COc1ccc(Cl)cc1)CN1CCCCC1 (stereo unspecified),1,73,7,97,94,89,122,67
Cc1cc2c(cc1C)N(Cc1ccc(Cl)cc1)C1=NCCCN12,0,101,0,98,99,104,103,101
CC(=O)NC(c1cc(Cl)c2ccccc2c1O)C(C)C (stereo unspecified),3,87,8,119,96,92,88,94
CCc1ccc(S(=O)(=O)Nc2ccc(O)c3c(=O)cc(-c4ccccc4Cl)oc23)cc1,4,91,13,99,100,96,110,75
Cn1c(CNc2ccccc2O)nc2ccccc21,3,103,4,85,103,102,101,117
CCNC(=O)c1ccc(-n2nc(C)cc2-c2ccccc2)cc1,0,99,-12,92,103,104,102,105
CNC(=O)CC1C(=O)N(C)C(=S)N1NC(=O)c1ccccc1 (stereo unspecified),0,111,-6,102,98,108,128,107
O=C(Nc1cccc(Cl)c1)c1cc(S(=O)(=O)N2CCOCC2)cs1,4,99,7,108,100,95,95,99
O=C(O)C1(c2cccc(Cl)c2)CCC1,1,101,7,92,102,106,101,101
C[n+]1nc(Nc2ccccc2)sc1-c1ccc(O)cc1,3,104,-1,101,100,104,107,98
NS(=O)(=O)c1cccc(NC(=O)COC(=O)CSCc2ccccc2)c1,4,101,26,98,105,109,102,102
CCn1cc(C(=O)O)c(=O)c2cc(F)c(N/N=C/c3ccccc3[N+](=O)[O-])cc21,0,102,-1,96,105,103,96,97
CCCCCCCCCCCNC(=O)c1ccoc1C,0,102,7,94,101,102,98,99
O=C(N/N=C/c1ccc(Cl)cc1Cl)C(=O)NC1CC1,0,102,3,114,101,97,109,94
CCOC(=O)N1CCN(C(=O)CN(c2cc(Cl)ccc2OC)S(=O)(=O)c2ccccc2)CC1,0,97,6,95,98,104,97,97
CCOc1ccc2nc(N(CCN(C)C)C(=O)c3cc4ccccc4cc3OC)sc2c1,2,100,-3,111,99,100,107,99
NCCc1nnc(SCC(=O)Nc2cccc(Cl)c2)o1,0,106,5,92,100,103,93,113
Clc1ccc(SCCOCCN2CCOCC2)cc1,1,99[may fluoresce red and violet],2,100,?,104[may fluoresce red and violet],78[may fluoresce red and violet],?
COc1cc(C(=O)NCC(=O)NC(C)c2ccc(-n3ccnc3)cc2)cc(OC)c1OC (stereo unspecified),4,120,6,100,102,106,109,103
CC(C)COc1ccc(C2NC(=O)NC2=O)cc1 (stereo unspecified),1,100,8,102,94,96,98,93
COc1ccc(NS(=O)(=O)c2ccc(C)c(C(=O)N(C)Cc3ccc(OC)cc3OC)c2)cc1,0,117,0,90,101,99,111,104
O=C1OCCN1C(=O)[C@H]1[C@H](c2ccc([N+](=O)[O-])cc2)C(c2cccc(Cl)c2)=NN1c1ccccc1,0,94,-2,104,104,97,105,84
Cc1cc2c(cc1S(=O)(=O)NCc1ccc(N(C)C)cc1)OCC(=O)N2,3,108,-9,84,99,104,114,104
CSc1ccc(C(=S)N2CCN(C)CC2)cc1,0,96,4,89,96,95,97,96
CCc1ccc(N2CC(C(=O)Nc3nc4ccc(S(C)(=O)=O)cc4s3)CC2=O)cc1 (stereo unspecified),0,89,8,106,91,80,84,102
CCOc1nc(OCC)nc(-n2cc(-c3ccccc3)nn2)n1,3,95,1,94,102,105,110,85
C#CCOCCOCCOCCNc1nc(N2CCN(C(=O)CCCCCCCCCCNC(=O)[C@H](CO)n3cc(CCCSC)nn3)CC2)nc(N2CCN(C(=O)CCCCCCCCCCNC(=O)[C@H](CO)n3cc(CCCSC)nn3)CC2)n1,0,84,39,103,94,87,122,88
O=C(O)C[C@H]1c2ccc(C(F)(F)F)cc2S(=O)(=O)N1C1CCCCC1,5,96,-7,102,95,94,87,96
COc1ccc(Cl)cc1NC(=O)CSc1nc2sccc2c(=O)[nH]1,1,101,-2,94,98,103,100,97
CC(C)c1nn2c(N)c(/C=C3\C=Nc4ccccc43)c(=O)nc2s1,0,106,-4,113,107,111,111,103
CCOC(=O)Nc1ccc(S(=O)(=O)N(C)C(C)C)cc1,2,92,11,111,93,97,100,95
COc1cc(C(=O)O)ccc1OCc1ccncc1,0,110,-2,99,105,110,102,104
Cc1cccc(C)c1NC(=O)Cn1nc(-c2ccc(Cl)s2)ccc1=O,2,99,5,99,101,103,97,102
O=C(COc1ccc2c(c1)CCC2)Nc1ccccn1,0,101,-4,100,94,96,95,87
CC(=O)c1c(Cl)nc2ccc(Br)cc2c1-c1ccccc1,5,99,12,99,105,102,80,105
CC(=O)c1cccc(S(=O)(=O)NCCCN2CCOCC2)c1,0,93,11,86,93,89,87,87

# The results go on.
SMILES,GRK2 inh,AGP1-GFP MLPCN,VLA-4 inh,CR mimetic SO,RPL19A TOR yeast,MEP2-GFP yeast,LAP4-GFP MLPCN,CIT2 TOR yeast
CCCN(CCC)S(=O)(=O)c1ccc(C(=O)Nc2c(C)n(C)n(-c3ccccc3)c2=O)cc1,3,95,4,134,96,99,94,87
COc1cccc(NC(=O)Cn2c(=O)c3c(ncn3Cc3ccccc3)n(Cc3ccccc3)c2=O)c1,2,105,-3,111,104,102,98,109
COc1ccc(-c2nn(-c3ccccc3)cc2C(=O)NC2CCC(C)CC2)cc1 (stereo unspecified),0,98,15,102,99,101,102,100
CCC(=O)Nc1cc(=O)[nH]c2ncnn12,0,101,-1,93,101,101,104,105
COc1ccc(N/N=C(\C#N)C(=N)N2CCCCC2)cc1,1,nt,8,105,100,100,nt,nt
COC(=O)c1ccc(NC(=O)CSc2nnc(C3CC3)n2C)cc1,1,102,-4,99,104,102,96,102
CC(CCc1ccccc1)NCc1ccc(Cl)cc1Cl (stereo unspecified),0,92,1,101,102,107,92,107
CC(=O)N1CCN(CCN=CC2=C(O)CC(C)(C)CC2=O)CC1,2,99,13,100,101,99,97,94
CCc1cc2c(NCC(=O)O)ncnc2s1,0,103,15,101,96,95,95,100
Cc1ccc(C)c(C(=O)N(Cc2nc(-c3ccc(Cl)cc3)no2)C(C)C)c1,2,102,-9,96,107,91,97,91
Cc1cccc(CCNC(=O)C2CCCN(S(=O)(=O)c3cccc4nsnc34)C2)c1 (stereo unspecified),0,100,-4,93,98,107,95,99
CCOc1ccc(/C=N/NC(=O)c2ccc(CSc3nc4ccccc4[nH]3)cc2)cc1,1,96,i,90,100,99,91,98
CCOC(=O)c1ccccc1NC(=O)COC(=O)c1ccc(C)c(S(=O)(=O)N2CCOCC2)c1,0,94,4,94,88,100,96,95
COc1ccc(N(CC(=O)NCC2CCCO2)S(=O)(=O)c2ccc(C)cc2)cc1OC (stereo unspecified),0,101,-2,91,95,94,91,100
CC(C)c1ccc(OCC(=O)NC(=S)Nc2ccc3c4c(cccc24)CC3)cc1,1,102,-7,88,102,99,99,100
